RBBP9 inh – inhibitors of human serine hydrolase RBBP9. O75884. 220,000 tested, 0.2% active. recombinant RBBP9, FP-Rh probe fluorescence polarization. inhibition, % at 7.94 µM. AID 1515;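 active = inhibition above the campaign mean of all tested compounds plus 3 SD, cut at about 14% in these data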;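 note: plate controls were DMSO wells with RBBP9 for no effect and wells lacking RBBP9 protein for full effect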
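System: RBBP9 protein / Buffer or medium: Tris/NaCl buffer pH 8.0 with 0.1% Pluronic / Probe or stimulus: Serine-hydrolase probe FP-Rh, 375 nM pre-mixing / Dosing: 7.94 µM single dose, 0.794% DMSO / Times: enzyme-compound preincubation 30 min, then probe labeling 45 min, 25 °C / Technique: fluorescence polarization (mP), excitation 525 nm, emission 598 nm / Replication: singlicate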
Runt-CBFb FRET – blocks binding of human RUNX1 Runt domain to CBFb; Cerulean-Runt/Venus-CBFb FRET ratio 530/480, 1 h; AID 1496; 220,000 tested, 0.46% active; Q01196+Q13951; inhibition, % at 20 µM;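 active = inhibition over about 50% at 20 µM in the single-dose screen, limit read from the data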;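 note: 0% = DMSO wells and 100% = excess unlabeled CBFb competitor control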
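test system = Cerulean-tagged RUNX1 Runt domain (FRET donor) fusion protein | reagent = Venus-CBFb binding partner, 100 nM | incubation = protein complex preformed 1 h, compound exposure 1 h, room temperature, dark | detection = FRET fluorescence | read-out basis = loss of energy transfer signal | controls = 5 µM unlabeled CBFb as full-inhibition high control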
NCF1 inh – inhibitors of human p47phox binding. P14598. p47phox/p22phox peptide binding, fluorescence polarization, 2 h. inhibition, % at 24.7 µM. 220,000 tested, 0.53% active. AID 1274;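 active = inhibition above about 30%, limit read from the data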;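 note: 0% = p47phox with labelled peptide and 100% = labelled peptide alone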
m-calpain inh – blocks pig calpain II enzyme activity; purified calpain II, fluorogenic peptide substrate, 30 min; inhibition, % at 16 µM; 220,000 tested, 0.37% active; AID 1236;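 active = inhibition above about 50%, limit read from the data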
Runt-SMMHC FRET – blocks binding of human RUNX1 Runt domain to CBFb-SMMHC; inhibition, % at 20 µM; AID 1434; Cerulean-Runt/Venus-CBFb-SMMHC FRET ratio 530/480, 1 h; 220,000 tested, 0.74% active; Q01196+Q13951;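 active = mean inhibition across duplicate retests at 20 µM reaching about 50%, limit read from the data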;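 note: 0% = DMSO wells and 100% = wells with excess untagged CBFb-SMMHC; inhibitors lower the FRET ratio by blocking Runt binding to CBFb-SMMHC; some results filed as inactive read as strong as hits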
p97 ATPase inh – blocks human p97 ATPase activity; P55072; recombinant p97 ATPase, Kinase-Glo ATP luminescence, 3 h; inhibition, % at 8 µM; 220,000 tested, 0.42% active; in the data active = inhibition above about 15%;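 note: 0% = DMSO vehicle and 100% = wells lacking enzyme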
Furin inhibitor – human furin inhibition. P09958. purified furin, fluorogenic substrate cleavage. inhibition, % at 30 µM. 220,000 tested, 0.061% active. AID 463115; in the data active = inhibition above about 25%; note: inactives centre near -15
EBV gp42 inh – inhibitors of Epstein-Barr virus glycoprotein 42; Fluorescence polarization binding assay, mP read-out; inhibition, % (tested at 21.74 µM); 220,000 tested, 0.42% active; AID 1085; in the data active = inhibition above about 50%
Tb hexokinase – blocks Trypanosoma brucei hexokinase 1 activity | recombinant TbHK1, G6PDH-coupled NADH A340 | inhibition, % at 10 µM | 220,000 tested, 0.11% active | AID 1430;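 active = inhibition of 50% or more in the single-dose primary screen; inactive = inhibition below 50%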
Starred values were filed as active, the others as inactive; i = inactive; / = no result given; [ ] = remark or other dose.

SMILES | RBBP9 inh | Runt-CBFb FRET | NCF1 inh | m-calpain inh | Runt-SMMHC FRET | p97 ATPase inh | Furin inhibitor | EBV gp42 inh | Tb hexokinase
c1cn2cc(-c3ccc4c(c3)OCO4)nc2s1 | -2 | -1 | 12 | 4 | 21 | -2 | -12 | -10 | 1
NS(=O)(=O)c1ccc(NC(=O)c2ccc(S(=O)(=O)N3CCOCC3)o2)cc1 | -5 | 1 | -2 | -35 | -5 | 6 | -21 | -18 | -6
COC(=O)N/N=C1/C/C(=N\NC(=O)OC)c2ccccc21 | -2 | -1 | 2 | -28 | 1 | 0 | -20 | 5 | -2
CC(C)COc1ncnc2c1sc1nc3c(cc12)COC(C)(C)C3 | 7 | 0 | -5 | -27 | -5 | 4 | -13 | -18 | -18
COc1ccc(-n2c(SCC(=O)Nc3cccc(S(N)(=O)=O)c3)nc3ccccc3c2=O)cc1OC | -14 | 0 | -15 | -30 | 3 | 9 | -9 | -13 | -11
COCCn1nnnc1C(c1cc2c(C)cc(C)cc2[nH]c1=O)N1CCCCCC1 (stereo not given) | -5 | -8 | -6 | -82 | -6 | 1 | -17 | -29 | -11
CCn1c(SCC(=O)Nc2ccc3c(c2)OCCO3)nnc1-c1ccccn1 | -15 | 0 | -4 | -12 | -1 | -1 | -13 | -18 | 2
CCOc1ccc(NC(=S)Nc2ccc(OC(F)(F)F)cc2)cc1 | -6 | 3 | 2 | -16 | 0 | 4 | -8[20 µM] | -15 | -2
Cc1cccc(NC(=O)c2ccccc2OCC(=O)c2ccccc2)c1 | -4 | 1 | -18 | -5 | 5 | -3 | -12[20 µM] | -18 | 1
CC12CCC(C(=O)N(CSC(=S)N/N=C\c3ccccc3Cl)C1=O)C2(C)C (stereo not given) | -2 | 1 | -23 | 5 | 14 | 0 | -22[20 µM] | 15 | -8
COc1ccc(CCNc2ccc(C(CC(N)=O)NC(=O)Cc3ccc(Br)cc3)cc2[N+](=O)[O-])cc1 (stereo not given) | / | -8 | -7 | 16 | -12 | / | -20 | -35 | 28
CC(O)CNCCOc1cccc(Oc2ccccc2)c1 (stereo not given) | -8 | 0 | -1 | 0 | -3 | -1 | -20 | -9 | 0
CC(C)CNC(=O)COC(=O)c1cncc(Br)c1 | -4 | -1 | -9 | -31 | -4 | 3 | -15[20 µM] | -18 | 1
O=C(NC(=S)Nc1ccc(-c2ccc(CO)o2)cc1)c1cccs1 | -13 | 14 | -20 | -140 | 9 | 3 | -7 | -4 | 6
O=C(COC(=O)CNC(=O)c1ccc(Br)o1)Nc1ccccc1OC(F)F | 3 | -1 | -5 | -31 | -2 | -1 | -11 | 2 | -3

Reprinted at random: five records from the list, in no set order.
SMILES | RBBP9 inh | Runt-CBFb FRET | NCF1 inh | m-calpain inh | Runt-SMMHC FRET | p97 ATPase inh | Furin inhibitor | EBV gp42 inh | Tb hexokinase
CC12CCC(C(=O)N(CSC(=S)N/N=C\c3ccccc3Cl)C1=O)C2(C)C (stereo not given) | -2 | 1 | -23 | 5 | 14 | 0 | -22[20 µM] | 15 | -8
CC(C)CNC(=O)COC(=O)c1cncc(Br)c1 | -4 | -1 | -9 | -31 | -4 | 3 | -15[20 µM] | -18 | 1
NS(=O)(=O)c1ccc(NC(=O)c2ccc(S(=O)(=O)N3CCOCC3)o2)cc1 | -5 | 1 | -2 | -35 | -5 | 6 | -21 | -18 | -6
CC(C)COc1ncnc2c1sc1nc3c(cc12)COC(C)(C)C3 | 7 | 0 | -5 | -27 | -5 | 4 | -13 | -18 | -18
CC(O)CNCCOc1cccc(Oc2ccccc2)c1 (stereo not given) | -8 | 0 | -1 | 0 | -3 | -1 | -20 | -9 | 0

Later entries
SMILES | RBBP9 inh | Runt-CBFb FRET | NCF1 inh | m-calpain inh | Runt-SMMHC FRET | p97 ATPase inh | Furin inhibitor | EBV gp42 inh | Tb hexokinase
CC(C)c1ccc(/C=C(/C#N)c2nnc(NC(=O)c3ccccc3)s2)cc1 | -2 | -6 | -36 | -35 | 77 | -1 | -11 | -30 | -14
CCCCSc1n[nH]c(N)n1 | -7 | -1 | 4 | -1 | 4 | 5 | -20 | -3 | 18
CCOC(=O)c1nnc(-c2ccccc2)nc1NCc1ccc(Cl)cc1 | -3 | -4 | 14 | 12 | 32 | -3 | -10[20 µM] | -2 | -9
Cc1cc2ccccc2n1CCNC(=O)c1cccs1 | 3 | -5 | -13 | 15 | -28 | 7 | -8 | -4 | -1
COc1ccc(C(=O)NNS(=O)(=O)c2ccccc2)cc1 | -3 | 4 | -13 | 0 | 3 | 2 | -20 | -11 | -1
Cc1csc(NC(=O)c2cc[n+]([O-])cc2)n1 | -6 | 3 | -9 | 36 | 1 | -1 | 2 | -14 | -12
C=CCn1c(CCC(O)COCCCCC)n[nH]c1=S (stereo not given) | -10 | 7 | -5 | -8 | 2 | -3 | -19 | -2 | 6
BrC(=C\c1ccccc1)/C=N/Nc1nc(N2CCOCC2)nc(N2CCOCC2)n1 | -5 | 2 | -16 | 23 | 2 | -5 | 21 | 5 | -16
COc1cccc2cc(/C(=N/O)c3ccccc3)oc12 | -4 | -1 | -10 | -2 | 2 | 4 | -16 | -10 | 5
Cc1nc(COC(=O)c2c(C)nn(-c3ccccc3)c2C)cs1 | -5 | 0 | -16 | 0 | 2 | -1 | -17 | -7 | -2
CC1C=CC(C)C(C(=O)O)C1C(=O)O (stereo not given) | -6 | 3 | -17 | -11 | 3 | -7 | -2[20 µM] | -1 | 9
COc1ccc(Oc2cc(C(F)(F)F)cnc2C(N)=O)cc1 | 1 | 0 | -8 | -4 | 1 | 1 | -21[20 µM] | -27 | 2
NC(=O)NC(=O)COC(=O)c1ccc(OC(F)F)cc1 | 1 | 0 | -2 | -16 | 1 | 1 | -17 | -3 | -2
CCn1c2ccccc2c2cc(NC(=O)c3ccccc3-c3ccccc3C(=O)O)ccc21 | -4 | -1 | -8 | 33 | -10 | 12 | -16 | -5 | -16
CC1CCN(C(=O)c2ccc(COc3ccccc3Cl)o2)CC1 | -3 | -5 | -9 | 33 | -12 | -1 | -15 | 0 | 6
C(=N\Nc1nc(N2CCCC2)nc(N2CCCC2)n1)/c1ccccc1OCc1ccccc1 | -3 | -2 | 3 | -3 | 1 | -1 | -7 | -10 | -4
CC(Cc1ccsc1)NC(=O)CCc1nnc(COc2ccccc2)o1 (stereo not given) | -2 | 1 | -4 | -10 | -1 | 3 | -20 | -16 | 0
Cc1ccc(-c2ccnc3nc(Sc4ncc(C(F)(F)F)cc4Cl)nn23)cc1 | -9 | -12 | -7 | -13 | -11 | -3 | -1[20 µM] | -10 | -11
COC(=O)c1nnn(-c2ccccc2)c1N | -8 | -1 | 0 | -13 | 5 | 4 | -18[20 µM] | -13 | 6
O=C(N/N=C\C=C\c1ccco1)c1cc(-c2ccc3ccccc3c2)n[nH]1 | -13 | 6 | -17 | -68 | -11 | 7 | 4 | 2 | -13
Cc1nn(CCC(=O)NNC(=S)Nc2ccc(F)cc2)c(C)c1Br | -8 | 2 | -14 | 18 | 2 | 5 | -29 | -19 | 5
CCOC(=O)CNc1c(-c2ccc(Cl)cc2)nc2cnccn12 | -10 | 28 | -19 | i | 60 | -2 | 1 | 21 | -8
CCn1nnc(-c2ccccc2NC(=O)c2ccc(-n3cnnn3)cc2)n1 | 6 | -1 | -4 | -33 | -2 | -1 | 11[20 µM] | -22 | 1
CC(C)=CC/C=C1\CCC(C(=O)O)C(C(=O)O)C1 (stereo not given) | -8 | 0 | -2 | -3 | 0 | 8 | -18[20 µM] | -4 | 9
Cc1cc(C)nc(SCc2nnc(SCC(=O)Nc3cc(C(F)(F)F)ccc3Cl)o2)n1 | -3 | 0 | -6 | -28 | -7 | 1 | -13 | -4 | 16
Cc1cc(C)nc(SCC(=O)Nc2ncc(C(F)(F)F)cc2Cl)n1 | -11 | 8 | -7 | 7 | 24 | -7 | -13 | 6 | 3
CCc1c(C)nc2ncnn2c1Nc1ccc(C#N)c(Cl)c1 | -2 | 0 | -7 | -7 | -4 | 2 | -19 | 1 | -14
Cc1cccc(/N=C/c2c(O)n(Cc3ccc4c(c3)OCO4)c(=O)c3ccccc23)n1 | -7 | 2 | 7 | -98 | -33 | 5 | -15 | -3 | -3
Clc1ccc(/C=N/NC2=Nc3cccc4cccc2c34)cc1 | 4 | -7 | -40 | 2 | -17 | 2 | -11 | 22 | -12
CCc1ccc(/C=C(\C)C(=O)c2c(C)cc(C)[nH]c2=O)cc1 | -4 | 2 | -8 | 11 | 2 | 0 | -15 | -16 | -12
O=C(CN(c1ccccn1)S(=O)(=O)c1ccc(F)cc1)Nc1ccccc1 | -5 | -36 | -5 | -62 | -4 | 7 | -36 | -25 | -10
CCOc1ccc2nc(S(N)(=O)=O)sc2c1 | -6 | 0 | 1 | -5 | -7 | 9 | -19 | -8 | 3
Cc1ccn(-c2cccc(-n3ccc(C)n3)n2)n1 | -1 | -2 | -3 | 23 | 1 | -2 | -14 | 0 | -3
CC(=O)Nc1ccccc1P(=O)(c1ccccc1)c1ccccc1OC(C)=O (stereo not given) | 1 | 0 | 16 | 9 | -8 | 6 | -14 | -7 | -3
O=C(Nc1nc(-c2cccs2)cs1)c1cc2ccccc2oc1=O | -2 | / | -4 | -17 | -6 | 5 | -17[20 µM] | -12 | -10
C=CCN(CC=C)C(=O)Nc1cc(Cl)ccc1OC | 0 | 3 | -15 | 15 | 0 | 5 | -4[20 µM] | -12 | 0
O=C(/C=C/Nc1ccc([N+](=O)[O-])cc1)c1ccc(Br)cc1 | -2 | -29 | 3 | -21 | -56 | 5 | -19 | -39 | -15
CCN1CCN(C(=O)NC(c2ccc(C)c(F)c2)C(Cl)Cl)CC1 (stereo not given) | -6 | 1 | -4 | -21 | 6 | 1 | -23 | -4 | -3
CC(C)Sc1nc2ccc(Br)cc2[nH]1 | -9 | 0 | -4 | -18 | -2 | 8 | -29 | -3 | 0
O=C(Cc1cccs1)N1CCN(c2nc(-c3ccc(Cl)cc3)cs2)CC1 | -4 | 4 | -18 | -8 | 0 | -3 | -7 | -14 | 28
NNC(=S)Nc1ccc(C(F)(F)F)cc1Cl | -5 | 4 | -18 | -18 | -2 | 8 | -13 | -9 | -4
CCOC(=O)c1c(C)[nH]c(N=Nc2cc(C(=O)O)cc(C(=O)O)c2)c1C | -2 | 1 | -32 | 26 | -4 | 4 | -20 | -24 | -19
CC(C)(C)c1ccc(-c2noc(CCC(N)=O)n2)cc1 | -6 | -3 | -4 | 12 | -6 | -2 | -16[20 µM] | -30 | 5
COc1ccccc1NC(=O)c1sc2ncn(Cc3cccc4ccccc34)c(=O)c2c1C | -5 | -1 | -110 | -55 | -10 | 3 | -8 | -40 | -15
CS(=O)(=O)n1nc(NCc2cccs2)nc1NCc1cccs1 | 8 | 1 | -13 | -22 | 2 | 2 | -13 | -2 | 4
O=C(Nc1cccc(Cl)c1)N(CCN1CCOCC1)Cc1cccc(Cl)c1 | -10 | 2 | -19 | 6 | 3 | -3 | -18 | -3 | -15
COCCN1CCN(Cc2cn(C)nc2-c2cccc(Cl)c2)CC1 | 5 | -1 | 7 | 6 | 2 | 7 | -30 | -14 | 4
O=C(CSc1nc2ccccc2[nH]1)Nc1cc(C(F)(F)F)ccc1N1CCOCC1 | -10 | 1 | -2 | -10 | 0 | 1 | -11[20 µM] | -4 | 4
O=C(O)c1ccc2c3c(cccc13)C(=O)N(OS(=O)(=O)c1ccccc1)C2=O | 3 | 0 | 6 | -89 | -10 | 6 | -22 | -1 | -13
C/C(=C/c1oc2ccc(O)cc2c1[N+](=O)[O-])N(C)C | -5 | 6 | -9 | 22 | -6 | 12 | -17[20 µM] | -27 | -5
